Screens (PubChem)
hIAP act: human IAP activation; P09923; purified human IAP, CDP-Star luminescence, 30 min; hits give high values; 1 = vehicle-only enzyme, 0 = enzyme-free background; activation factor at 10 µM; 330,000 compounds, 0.16% hits; AID 2524;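 active = activation factor of the enzyme at least 2-fold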; also: the source names both 10 and 20 µM as test concentration; values of inactives mirror those of a sister screen read the other way
Target sequence (P09923 whole entry, looked up): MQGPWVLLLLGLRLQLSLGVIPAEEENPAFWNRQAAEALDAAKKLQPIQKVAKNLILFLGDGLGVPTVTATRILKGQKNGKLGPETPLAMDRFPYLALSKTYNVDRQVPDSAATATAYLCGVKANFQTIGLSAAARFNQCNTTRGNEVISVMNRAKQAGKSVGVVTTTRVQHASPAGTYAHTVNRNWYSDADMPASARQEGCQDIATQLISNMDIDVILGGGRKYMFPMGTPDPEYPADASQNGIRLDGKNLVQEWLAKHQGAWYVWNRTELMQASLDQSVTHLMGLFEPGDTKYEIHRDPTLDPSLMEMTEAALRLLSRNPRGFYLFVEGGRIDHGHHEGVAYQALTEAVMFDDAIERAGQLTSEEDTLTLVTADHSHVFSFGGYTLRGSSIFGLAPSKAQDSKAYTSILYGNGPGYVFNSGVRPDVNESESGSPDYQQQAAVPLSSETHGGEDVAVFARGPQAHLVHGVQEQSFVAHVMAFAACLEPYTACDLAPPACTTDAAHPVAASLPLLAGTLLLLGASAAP
MIN6 prolif: inducers of beta-cell replication in MIN6 cells; AID 2380; proliferation, % at 10 µM; MIN6 cells proliferation, ATPlite luminescence, 48 h; cells starved in 0.2% serum; 100% = growth in 10% serum; 330,000 compounds, 0.29% hits;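 active = compounds whose signal lies at least 3.5 SD above the mean of all wells on their plate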;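 also: 0% = DMSO-treated cells in low-serum medium and 100% = 10% serum control; some compounds called inactive have numbers as strong as hits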
NLRP3 yeast inh: inhibitors of NALP3 inflammasome in yeast; 330,000 compounds, 0.39% hits; inhibition, % at 10 µM; Yeast reconstituted NLRP3/ASC/caspase-1, beta-gal luminescence, 24 h; AID 2825;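 active = inhibition of 50% or more; inactive = inhibition below 50%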;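 also: plate controls were induced DMSO wells for no effect and uninduced yeast grown without galactose for full effect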
A3A deaminase: blocks human APOBEC3A ssDNA deamination; P31941; recombinant A3A, FAM/TAMRA ssDNA deamination fluorescence; inhibition, % at 20 µM; 330,000 compounds, 0.41% hits;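 active = at least 40% inhibition at 20 µM here, with at most 30% in a related deaminase screen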;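 also: plate controls were A3A with DMSO for no effect and wells lacking A3A enzyme for full effect; some results filed as inactive read as strong as hits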
Target sequence (P31941 whole entry, looked up): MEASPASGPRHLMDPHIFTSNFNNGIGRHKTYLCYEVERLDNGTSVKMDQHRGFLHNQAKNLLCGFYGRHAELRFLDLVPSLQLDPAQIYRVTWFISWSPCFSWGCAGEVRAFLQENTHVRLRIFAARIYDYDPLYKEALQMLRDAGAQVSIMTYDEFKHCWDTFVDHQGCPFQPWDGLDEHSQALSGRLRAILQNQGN
SENP1 FRET inh: blocks the human SENP1 SUMO protease catalytic domain. Q9P0U3. recombinant SENP1 catalytic domain, CyPet-SUMO1-YPet FRET cleavage. inhibition, % at 10 µM. 360,000 compounds, 0.21% hits. AID 624204;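 active = inhibition at least 30% at 10 µM, raw YFP signal under a set limit, fluorescence ratio 0.5 to 1.5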;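 also: 0% = enzyme with DMSO and 100% = no enzyme wells; some results filed as inactive read as strong as hits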
Target sequence (Q9P0U3 419-644 limits assumed): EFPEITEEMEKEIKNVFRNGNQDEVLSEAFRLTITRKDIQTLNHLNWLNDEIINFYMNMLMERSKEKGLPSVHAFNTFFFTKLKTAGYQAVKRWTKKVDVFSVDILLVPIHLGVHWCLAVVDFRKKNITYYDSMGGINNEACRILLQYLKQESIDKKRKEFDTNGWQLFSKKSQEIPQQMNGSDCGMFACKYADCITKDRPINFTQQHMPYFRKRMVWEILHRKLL
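Test system: hSENP1 catalytic domain, recombinant; Amount: 20 pM final SENP1 enzyme; Medium: Tris pH 8 buffer plus EDTA, NaCl, BME, BSA, NP40, catalase; Schedule: 50 min enzyme reaction, room temperature, light-protected; Technique: FRET fluorescence in CFP and YFP emission channels; Controls: no-enzyme wells low, DMSO-plus-enzyme wells high control.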
A3G deaminase: APOBEC3G (human) deaminase inhibition | AID 493012 | recombinant A3G, ssDNA deamination FAM/TAMRA fluorescence | Q9HC16 | inhibition, % at 20 µM | 330,000 compounds, 0.28% hits;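 active = inhibition of at least 40% at 20 µM, with no more than 30% in the related APOBEC3A deaminase screen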;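 also: plate controls were DMSO wells with A3G for no effect and wells lacking A3G enzyme for full effect; some compounds called inactive have numbers as strong as hits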
mIAP block: mouse IAP inhibition. purified mouse IAP, CDP-Star luminescence, 30 min. inhibition, % at 10 µM. 330,000 compounds, 0.2% hits. AID 2806;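 active = inhibition of at least 40% at 10 µM in the primary screen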;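 also: plate controls were DMSO with enzyme for no effect and no enzyme wells for full effect; values of inactives mirror those of a sister screen read the other way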
hIAP inh: human IAP inhibition. purified IAP, CDP-Star luminescence, 30 min. inhibition, % at 10 µM. 330,000 compounds, 0.12% hits. AID 2544;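 active = inhibition reaching a set limit with compound at 10 µM in the primary screen, cut at about 35% in these data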;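 also: plate controls were DMSO wells with enzyme for no effect and no-enzyme buffer wells for full effect; values of inactives mirror those of a sister screen read the other way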
mIAP activ: mouse IAP activation | muIAP, CDP-Star luminescence, 30 min; hits give high values; 1 = vehicle-only enzyme signal, 0 = enzyme-free wells | 330,000 compounds, 0.24% hits | activation factor at 10 µM;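 active = activation factor of at least 2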; also: the source names both 10 and 20 µM as test concentration; values of inactives mirror those of a sister screen read the other way
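Assay system: mouse IAP enzyme; reagent: chemiluminescent substrate CDP-Star; dosing: test compounds delivered from DMSO solution; schedule: 30 min at room temperature; measured by: luminescence from enzymatic CDP-Star hydrolysis; controls: DMSO-only wells and no-enzyme negative control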
Active calls of the source: *; · = not tested or not shown. The list is partial (hit frequency here may not be typical).

item	Structure	hIAP act	MIN6 prolif	NLRP3 yeast inh	A3A deaminase	SENP1 FRET inh
1	CC(c1ccccc1F)n1cc(C(=O)Nc2ccc3nc[nH]c3c2)nn1 (centres undefined)	1.4	-2	5	0	0
2	COc1ccc(CCNC(=O)c2c(N)n(CCN3CCOCC3)c3nc4ccccc4nc23)cc1	1.4	-6	3	2	7
3	c1cncc(CNCCc2c[nH]c3ccccc23)c1	0.92	-2	-3	-4	2
4	CCCCCCNC(=O)N[C@H](Cc1ccc(O)cc1)C(=O)NCCC[C@H]1CN2C(=NC[C@H]2CCC)N1CC1CCC1	1	-4	-7	5	·
5	CCc1ccc(CNCCc2ccc(F)cc2)cc1	1.1	0	21	3	1
6	O=C(COC(=O)c1cccc(O)c1)Nc1ccc(Cl)cc1C(=O)c1ccccc1	0.99	-4	19	0	1
7	CC(C)CC12CN3CCN(CC(C3)/C1=N/O)C2	1	-2	10	-1	2
8	Clc1ccccc1Nc1ncnc(-n2cccc2)n1	0.9	3	-9	-1	0
9	COc1cc2c(cc1OC)C(c1c(O)n(CCc3ccccc3)c(=S)[nH]c1=O)NCC2 (centres undefined)	0.86	7	11	-6	·
10	CC(=O)O[C@H]1[C@H]2O[C@]23[C@@H]2CC[C@]4(O)C[C@@H](O)CC[C@]4(C)C2CC[C@]3(C)[C@H]1c1ccc(=O)oc1 (some centres undefined)	0.92	-1	7	-4	0
11	Cc1ncc(CN2CCCC(C(=O)c3cccc(Cl)c3)C2)s1 (centres undefined)	1.1	1	18	4	-1
12	CCCCCc1nc2ccccc2c(=O)n1-c1ccccc1[N+](=O)[O-]	1.1	-3	-11	-3	-2

item	A3G deaminase	mIAP block	hIAP inh	mIAP activ
1	1	-3	-37	1
2	-8	-23	-35	1.2
3	-6	11	8	0.89
4	29	-99	0	2
5	-3	0	-5	1
6	-1	12	1	0.88
7	-2	4	-4	0.96
8	0	3	10	0.97
9	-10	11	14	0.89
10	-12	2	8	0.98
11	-7	1	-9	0.99
12	-6	9	-12	0.91

New compounds follow
item	Structure	hIAP act	MIN6 prolif	NLRP3 yeast inh	A3A deaminase	SENP1 FRET inh
13	COc1ccc(C(CC(=O)N2CCC3(CC2)OCCO3)NS(=O)(=O)c2ccc(F)cc2)cc1 (centres undefined)	1.2	0	20	-2	3
14	CCOC(=O)c1nc2ccccc2c(=O)n1-c1cccc(C)c1	0.87	0	13	-3	3
15	O=C1C(Cl)=CC(=Nc2ccc(O)cc2)C=C1Cl	0.94	-8	-4	11	1
16	CNS(=O)(=O)c1ccc(N=Cc2c(O)n(-c3cccc(C)c3)c(=O)[nH]c2=O)cc1	0.95	1	11	-2	3
17	O=C(c1cc(-c2ccccc2)on1)N1CCC2(CC1)OCCO2	1	-4	18	4	·
18	CC1CCC(C(C)C)C(OC(=O)Cn2c(COc3ccccc3)[n+](C)c3ccccc32)C1 (centres undefined)	1.1	-7	5	13	1
19	C(=N\NC1=NCCCCC1)/c1c[nH]c2ccccc12	0.93	-1	2	0	2
20	CN(C(=O)c1ccc(Cl)nc1)C1(c2ccccc2Cl)CCCCC1=O (centres undefined)	0.9	-2	-1	-3	1
21	O=C1CN(C(=O)CN2CCCCC2)C(c2ccccc2)c2cc(Br)ccc2N1 (centres undefined)	0.83	1	11	4	1
22	CCC(=O)N1CC(=O)Nc2ccc(F)cc2C1c1ccccc1 (centres undefined)	0.96	5	10	-2	3
23	COc1c(C=C2C(=O)NC(=O)NC2=O)c(CCN(C)C(=O)c2ccccc2)cc2c1OCO2	0.97	-2	17	4	1
24	CN1CCN(c2ccc([N+](=O)[O-])c(NCC3CCCO3)c2)CC1 (centres undefined)	0.75	1	6	1	0

item	A3G deaminase	mIAP block	hIAP inh	mIAP activ
13	-6	-11	-22	1.1
14	-7	3	13	0.97
15	18	17	6	0.83
16	-4	-1	5	1
17	-6	-5	-1	1
18	4	4	-7	0.96
19	-1	-3	7	1
20	-4	7	10	0.93
21	2	-10	17	1.1
22	-11	-3	4	1
23	-2	-3	3	1
24	0	14	25	0.86

(listing goes on)
item	Structure	hIAP act	MIN6 prolif	NLRP3 yeast inh	A3A deaminase	SENP1 FRET inh
25	O=c1[nH]c(=S)[nH]c(O)c1N=Nc1ccc2c(c1)OCO2	0.69	-3	26	3	19
26	COc1ccc(/C=C/C(=O)c2c(O)n(CCC3=CCCCC3)c(=O)[nH]c2=O)cc1OC	1	-6	2	-4	-31
27	COc1ccc(OC)c(C(c2c(O)c3ccccc3oc2=O)c2c(C)n(C)n(-c3ccccc3)c2=O)c1 (centres undefined)	0.96	-1	4	-12	0
28	COc1cccc(O)c1CN1CCCC(C(=O)c2sccc2C)C1 (centres undefined)	1	-2	10	0	1
29	COc1cc(-n2c(=S)[nH]c3ccc(C)cc3c2=O)c(Cl)cc1Cl	1	0	31	-5	0
30	O=C(c1cccs1)N1C2CCC1CC(O)(c1cccnc1)C2 (centres undefined)	0.76	0	11	-2	0
31	CCN(CC)CCNCC(=O)Nc1ccc(Cl)cc1C(=O)c1ccccc1	1.1	-1	8	-4	3
32	CN(C)Cc1c[nH]c2ccccc12	0.77	-4	0	-1	-1
33	O=c1[nH]c(O)c(C=Nc2cccc(F)c2)c(=O)[nH]1	1.1	-4	13	1	0
34	CCC(=NCC1CCCO1)c1c(O)n(Cc2ccccc2)c(=O)[nH]c1=O (centres undefined)	0.94	-1	12	-4	1
35	O=c1[nH]c(=O)n(CCc2ccccc2)c(O)c1/C=N/N1CCOCC1	1.2	1	15	-3	-2
36	Cc1ccsc1C(=O)C1CCCN(Cc2cnn(C(C)C)c2)C1 (centres undefined)	1.2	-5	19	0	4

item	A3G deaminase	mIAP block	hIAP inh	mIAP activ
25	-2	22	31	0.78
26	-6	4	-2	0.96
27	-7	1	4	0.99
28	-2	11	-3	0.89
29	-8	7	-1	0.93
30	27	6	24	0.94
31	-2	-5	-6	1.1
32	-4	14	23	0.86
33	-2	-1	-6	1
34	-12	-5	6	1.1
35	-4	3	-18	0.97
36	-9	-12	-18	1.1

Next records.
item	Structure	hIAP act	MIN6 prolif	NLRP3 yeast inh	A3A deaminase	SENP1 FRET inh
37	O=C1NC(=O)N(Cc2ccco2)C(=O)/C1=C/c1ccc(-c2cccc([N+](=O)[O-])c2)o1	0.86	-2	18	66	0
38	O=[N+]([O-])c1cccc(CN2CCN(Cc3ccc(Cl)cc3)CC2)c1	0.98	-1	17	-1	2
39	COc1ccc(Cl)cc1C(=O)C1CCCN(CCO)C1 (centres undefined)	1.1	0	-1	4	1
40	CCOC(=O)c1c(C)n(CC(O)CN2CCOCC2)c2cc(Br)c(OC)cc12 (centres undefined)	0.94	4	-1	1	1
41	Cc1ccc(N2C(=O)NC(=O)/C(=C\c3ccc(N4CCOCC4)cc3)C2=O)cc1	1.1	1	12	4	-5
42	CN1CCCC(C(O)(c2ccccc2)c2ccccc2)C1 (centres undefined)	0.95	-2	20	-2	1
43	CS(=O)(=O)N1CCN(C(=N)N[N+](=O)[O-])CC1	0.89	-1	17	0	3
44	COc1ccc(C2C([N+](=O)[O-])=C(N)Oc3c2c(=O)oc2ccccc32)cc1 (centres undefined)	1.3	-4	6	-4	·
45	O=C(C1CC(=O)N(c2ccc(F)c(Cl)c2)C1)N1CCC2(CC1)OCCO2 (centres undefined)	0.74	-3	6	1	-7

item	A3G deaminase	mIAP block	hIAP inh	mIAP activ
37	54	61*	14	0.39
38	-6	8	2	0.93
39	4	-16	-10	1.2
40	-4	1	6	0.99
41	0	7	-12	0.93
42	-8	11	5	0.89
43	-6	-2	11	1
44	-7	10	-25	0.9
45	-1	-2	26	1

Molecules shown so far that have a Cl atom, in the order listed:
item	Structure	hIAP act	MIN6 prolif	NLRP3 yeast inh	A3A deaminase	SENP1 FRET inh
6	O=C(COC(=O)c1cccc(O)c1)Nc1ccc(Cl)cc1C(=O)c1ccccc1	0.99	-4	19	0	1
8	Clc1ccccc1Nc1ncnc(-n2cccc2)n1	0.9	3	-9	-1	0
11	Cc1ncc(CN2CCCC(C(=O)c3cccc(Cl)c3)C2)s1 (centres undefined)	1.1	1	18	4	-1
15	O=C1C(Cl)=CC(=Nc2ccc(O)cc2)C=C1Cl	0.94	-8	-4	11	1
20	CN(C(=O)c1ccc(Cl)nc1)C1(c2ccccc2Cl)CCCCC1=O (centres undefined)	0.9	-2	-1	-3	1
29	COc1cc(-n2c(=S)[nH]c3ccc(C)cc3c2=O)c(Cl)cc1Cl	1	0	31	-5	0
31	CCN(CC)CCNCC(=O)Nc1ccc(Cl)cc1C(=O)c1ccccc1	1.1	-1	8	-4	3
38	O=[N+]([O-])c1cccc(CN2CCN(Cc3ccc(Cl)cc3)CC2)c1	0.98	-1	17	-1	2
39	COc1ccc(Cl)cc1C(=O)C1CCCN(CCO)C1 (centres undefined)	1.1	0	-1	4	1
45	O=C(C1CC(=O)N(c2ccc(F)c(Cl)c2)C1)N1CCC2(CC1)OCCO2 (centres undefined)	0.74	-3	6	1	-7

item	A3G deaminase	mIAP block	hIAP inh	mIAP activ
6	-1	12	1	0.88
8	0	3	10	0.97
11	-7	1	-9	0.99
15	18	17	6	0.83
20	-4	7	10	0.93
29	-8	7	-1	0.93
31	-2	-5	-6	1.1
38	-6	8	2	0.93
39	4	-16	-10	1.2
45	-1	-2	26	1
